Screens from PubChem.
tim10-1 inh = tim10-1 yeast growth inhibition | S. cerevisiae tim10-1 ts strain growth, BacTiter-Glo, 24 h | inhibition, % at 20 µM | 2.2% of 330,000 active | AID 463190;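 active = inhibition of at least 40%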;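 also: mutant grown at 25 °C; 0% = DMSO wells with yeast and 100% = wells holding no yeast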
hIAP activ = increases human intestinal alkaline phosphatase activity; P09923; purified human IAP, CDP-Star luminescence, 30 min; stronger effect = higher value; 1 = vehicle-only enzyme, 0 = enzyme-free background; activation factor at 10 µM; 0.16% of 330,000 active; AID 2524;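 active = activation factor of the enzyme at least 2-fold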; also: the source names both 10 and 20 µM as test concentration; values of inactives mirror those of a sister screen read the other way
NALP3 yeast inh = blocks the NALP3 inflammasome reconstituted in yeast. Yeast reconstituted NLRP3/ASC/caspase-1, beta-gal luminescence, 24 h. inhibition, % at 10 µM. 0.39% of 330,000 active. AID 2825;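 active = inhibition of 50% or more; inactive = inhibition below 50%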;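 also: plate controls were induced DMSO wells for no effect and uninduced yeast grown without galactose for full effect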
Apaf1 inhib = inhibitors of human Apaf-1 apoptosome. reconstituted apoptosome caspase-3 activity, DEVD-Rh110 fluorescence. AID 489030. 0.71% of 330,000 active. O14727. inhibition, % at 20 µM; active = inhibition of at least 40% at 20 µM;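 also: plate controls were DMSO wells for no effect and DEVD-CHO caspase inhibitor wells for full effect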
Target sequence (O14727 whole entry, looked up): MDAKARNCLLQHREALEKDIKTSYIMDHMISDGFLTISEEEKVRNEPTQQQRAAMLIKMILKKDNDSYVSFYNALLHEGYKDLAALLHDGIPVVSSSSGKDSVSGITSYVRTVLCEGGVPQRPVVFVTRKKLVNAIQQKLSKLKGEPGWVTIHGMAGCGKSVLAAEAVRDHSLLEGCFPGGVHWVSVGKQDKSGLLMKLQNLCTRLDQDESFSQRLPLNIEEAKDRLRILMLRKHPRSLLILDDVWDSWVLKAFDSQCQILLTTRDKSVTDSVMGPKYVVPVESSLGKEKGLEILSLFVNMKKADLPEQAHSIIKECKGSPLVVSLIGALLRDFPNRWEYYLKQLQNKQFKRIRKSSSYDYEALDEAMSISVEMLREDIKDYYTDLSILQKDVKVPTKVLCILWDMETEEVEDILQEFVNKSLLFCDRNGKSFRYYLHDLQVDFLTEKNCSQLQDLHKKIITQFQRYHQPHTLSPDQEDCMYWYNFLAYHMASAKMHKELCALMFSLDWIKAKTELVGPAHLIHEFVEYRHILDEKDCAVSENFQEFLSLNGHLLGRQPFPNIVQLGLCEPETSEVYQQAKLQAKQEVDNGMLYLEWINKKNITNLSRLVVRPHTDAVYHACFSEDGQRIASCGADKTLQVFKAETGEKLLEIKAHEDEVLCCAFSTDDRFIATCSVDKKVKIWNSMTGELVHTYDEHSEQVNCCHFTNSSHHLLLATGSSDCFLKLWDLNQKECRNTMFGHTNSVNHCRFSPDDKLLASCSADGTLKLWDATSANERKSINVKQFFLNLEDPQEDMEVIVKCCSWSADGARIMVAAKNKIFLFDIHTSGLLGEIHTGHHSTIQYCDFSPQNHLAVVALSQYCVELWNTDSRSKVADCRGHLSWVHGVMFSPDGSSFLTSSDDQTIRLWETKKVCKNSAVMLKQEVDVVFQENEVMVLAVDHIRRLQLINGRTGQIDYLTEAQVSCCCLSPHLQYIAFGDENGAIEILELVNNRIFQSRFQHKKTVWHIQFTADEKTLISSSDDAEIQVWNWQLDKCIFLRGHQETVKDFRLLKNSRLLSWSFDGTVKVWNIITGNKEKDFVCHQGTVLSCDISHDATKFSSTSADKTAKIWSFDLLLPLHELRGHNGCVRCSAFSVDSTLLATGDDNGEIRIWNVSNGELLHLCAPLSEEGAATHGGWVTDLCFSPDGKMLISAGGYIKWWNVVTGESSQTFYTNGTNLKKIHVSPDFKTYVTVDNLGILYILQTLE
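Material: reconstituted apoptosome with Apaf-1, cytochrome c, caspase-9, procaspase-3, dATP; medium: pH 7.5 Hepes buffer with CHAPS, BSA, DTT; also added: cytochrome c and DEVD-Rh110 substrate; timing: 30 min plus 50 min, RT; signal: Rh110 fluorescence intensity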
TIM10 inh = growth inhibitors of TIM10 yeast strain; S. cerevisiae TIM10 strain growth, BacTiter-Glo luminescence, 24 h; 1.4% of 330,000 active; AID 463195; inhibition, % at 10 µM;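 active = inhibition of 40% or more at the single tested concentration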;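 also: wild-type TIM10 isogenic control strain grown at permissive 25 °C; 0% = DMSO yeast wells and 100% = minimal medium wells without yeast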
ATG4B inh = inhibitors of human ATG4B cysteine protease. Q9Y4P1. ATG4B cleavage of LC3-PLA2, NBD-HPC fluorescence, 1 h. inhibition, % at 8.33 µM. 0.51% of 340,000 active; in the data active = inhibition above about 40%
mIAP activ = increases mouse intestinal alkaline phosphatase activity. muIAP, CDP-Star luminescence, 30 min; stronger effect = higher value; 1 = vehicle-only enzyme signal, 0 = enzyme-free wells. activation factor at 10 µM. 0.24% of 330,000 active. AID 2805;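 active = activation factor of at least 2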; also: the source names both 10 and 20 µM as test concentration; values of inactives mirror those of a sister screen read the other way
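System: Mouse IAP enzyme | Also added: CDP-Star substrate | Dosing: Compounds dispensed in DMSO | Schedule: 30 min enzyme-substrate-compound incubation at room temperature | Technique: Chemiluminescence readout | Control set: DMSO-only wells and no-enzyme negative control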
mIAP inh = blocks mouse intestinal alkaline phosphatase; purified mouse IAP, CDP-Star luminescence, 30 min; inhibition, % at 10 µM; 0.2% of 330,000 active; AID 2806;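 active = inhibition of at least 40% at 10 µM in the primary screen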;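 also: plate controls were DMSO with enzyme for no effect and no enzyme wells for full effect; values of inactives mirror those of a sister screen read the other way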
hIAP inh = blocks human intestinal alkaline phosphatase. 0.12% of 330,000 active. purified IAP, CDP-Star luminescence, 30 min. inhibition, % at 10 µM;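 active = inhibition reaching a set limit with compound at 10 µM in the primary screen, cut at about 35% in these data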;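 also: plate controls were DMSO wells with enzyme for no effect and no-enzyme buffer wells for full effect; values of inactives mirror those of a sister screen read the other way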
Numbers without * were called inactive; & = joins results of further samples.

SMILES	tim10-1 inh	hIAP activ	NALP3 yeast inh	Apaf1 inhib	TIM10 inh	ATG4B inh	mIAP activ	mIAP inh	hIAP inh
Cc1cc(C(F)(F)F)nc(SCC(=O)NC2=NC(=O)C(C)S2)n1 (centres undefined)	2	0.91	12	-18	1	-9	1	-1	9
COc1ccc(-c2cc(-c3ccccc3)c(C#N)c(SCC(=O)Nc3ncc(C)s3)n2)cc1	42*	1.1	-2	8	10	4	0.9	10	-12
CCOc1cc(C(=O)NC)cc(OCC)c1OCC	4	1.2	8	-13	-4	1	1	0	-23
COc1ccc2nc(C)cc(SCC(=O)O)c2c1	-4&8	0.73&1	-1&1	-12&3	2&-3	4&-15	0.95&1	5&-3	27&0
Cc1cc(/C=N/n2cnnc2)c(C)n1-c1ccc(OCc2ccc(F)cc2)cc1	22	0.99	25	23	29	19	0.78	22	1
COc1ccc(-n2c(-c3ccc(Cl)cc3)c[nH]c2=S)cc1	23	1.5	57*	12	-4	0	1	-4	-49
CCCCCCC(=O)Nc1ccc(C(=O)N2CCCC2)cc1	11	0.95	-3	-4	5	1	1	-5	5
CCn1c(COc2ccc(Cl)cc2)nnc1SCC(=O)Nc1ccc2c(c1)OCO2	-16	0.95	20	10	-25	-17	0.99	1	5
CN(Cc1ccc(C(C)(C)C)cc1)C(=O)Cc1ccc(S(=O)(=O)N2CCOCC2)s1	29	0.91	3	16	21	-16	1	-1	10
CCOc1cccc(NCc2cc3c(C(C)(C)C)nn(-c4ccccc4)c3[nH]c2=O)c1	50*	0.92	24	15	42*	33	0.98	2	8
Nc1nc(SCC(=O)N2CCCc3ccccc32)[nH]c(=O)c1-c1ccccc1	-5	1.3	-3	-20	4	-11	0.89	11	-31
O=C(Nc1cccc([N+](=O)[O-])c1)c1ccncc1	21	1.1	8	9	-6	3	1	-4	-10
O=C(Nc1ccc(CN2CCOCC2)cc1)c1ccc(-c2ccc(Br)cc2)o1	34	0.93	33	19	16	-6	0.91	9	7
CCN1C(=O)N(CC)C2NC(=S)NC21 (centres undefined)	11	0.98	12	-4	3	-7	1	-2	2
COc1ccc(C(=O)NCCc2nnc(SCc3nc4ccccc4c(=O)[nH]3)n2C)cc1	3	0.97	1	1	-15	-8	0.96	4	3
CN(C)CCCN(C(=O)c1ccc(S(=O)(=O)N2CCCC2)cc1)c1nc2ccc(Br)cc2s1	16	0.91	8	53*	8	-10	0.96	4	9
N#CC1=C(S)N=C(N)C(c2nc(-c3ccccc3)cs2)C12CCCC2 (centres undefined)	36	1	10	18	21	-9	0.98	2	0
Fc1ccccc1C1CCN(Cc2nc(CC3CC3)no2)C1 (centres undefined)	19	0.97	8	9	3	-1	0.99	1	3
CC(C)(C)NC(=O)Nc1cccc(Cl)c1Cl	31	1	25	-3	16	-2	1	-3	-3
COC(=O)C1NN=C(C(=O)c2ccc(Br)cc2)C1c1cccc(Br)c1 (centres undefined)	21	1	6	6	19	4	1	-1	-5
Cc1nn(-c2ccccc2)c(N)c1C(O)(C(F)(F)F)C(F)(F)F	2	1	-33	-6	-2	-12	0.98	2	0
CCc1cc(=O)oc2cc(C)cc(OC(C)C(=O)NC3CC(C)(C)NC(C)(C)C3)c12 (centres undefined)	17	1.2	8	-4	-6	5	1.1	-7	-21
CN(C)CCN[C@H]1CCC2C3CC=C4C[C@@H](O)CC[C@]4(C)C3CC[C@@]21C (some centres undefined)	-25	1.1	34	17	-59	-7	1.1	-12	-14
COc1ccccc1NC(=O)CCn1c(=O)c2cccn2c2ccccc21	34	1.1	9	-3	2	2	0.88	12	-10
CC(Oc1cc2oc(=O)c3c(c2cc1Cl)CCCC3)C(=O)NCc1cccnc1 (centres undefined)	23	1.4	-5	11	25	9	1.1	-8	-37
COc1ccc(-c2nn(-c3ccccc3)cc2/C=N/Nc2ccc(S(N)(=O)=O)cc2[N+](=O)[O-])cc1OC	16	0.97	28	22	10	1	0.91	9	3
CCCc1nnc(NC(=O)CCS(=O)(=O)Cc2ccccc2)s1	-9	0.96	10	-4	11	1	0.93	7	4
CC(=O)c1cnc2cc(-c3ccccc3)nn2c1C	-5	1.1	18	1	-7	-7	1.1	-11	-7
Cc1ccc(CCNC(=O)C2CCC(=O)N(Cc3ccccc3F)C2)o1 (centres undefined)	-8	1	2	-3	1	-4	0.97	3	-4
COc1ccccc1Oc1ccc(N/C=C2/CCCC2=O)cc1	10	1.1	14	-2	4	2	0.83	17	-9

A portion of the results above, for reference:
SMILES	tim10-1 inh	hIAP activ	NALP3 yeast inh	Apaf1 inhib	TIM10 inh	ATG4B inh	mIAP activ	mIAP inh	hIAP inh
Cc1ccc(CCNC(=O)C2CCC(=O)N(Cc3ccccc3F)C2)o1 (centres undefined)	-8	1	2	-3	1	-4	0.97	3	-4
COc1ccccc1Oc1ccc(N/C=C2/CCCC2=O)cc1	10	1.1	14	-2	4	2	0.83	17	-9

Further compounds:
SMILES	tim10-1 inh	hIAP activ	NALP3 yeast inh	Apaf1 inhib	TIM10 inh	ATG4B inh	mIAP activ	mIAP inh	hIAP inh
COc1cccc(NC(=O)Cc2nnc(SCC(=O)NC(C)c3ccccc3)n2C)c1 (centres undefined)	14	1	-9	7	-5	-8	1	-2	-2
Clc1cc(Cl)cc(CN2CCSCC2)c1	-15	0.92	3	-14	5	-1	0.96	4	8
CCc1ccc(C(=O)OCC(=O)NCC(F)(F)F)cc1	29	1	13	-13	8	-1	0.97	3	-3
COCc1nnc(NC(=O)CCc2ccc(OC)cc2)s1	-16	0.92	21	1	-6	-2	0.95	4	8
CC(C)(C)C(=O)Nc1c2c(nn1-c1cccc(Cl)c1)CS(=O)(=O)C2	-7	0.93	10	-4	-1	6	0.99	1	7
CO/N=C/c1c(-c2ccc(Cl)cc2)nc2cc(C)ccn12	27	1	32	19	30	4	1	-1	-4
COc1ccc(C(c2c(C)n(C)n(-c3ccccc3)c2=O)c2c(C)n(C)n(-c3ccccc3)c2=O)cc1	-9	0.96	19	-10	0	3	1	-3	4
CC(=O)OC1CSC2c3ccccc3C(=O)N2Cc2sccc21 (centres undefined)	-9	1.1	14	-3	-7	-2	0.99	1	-7
Cc1cccc(N(CC(=O)NC2CC2)S(=O)(=O)c2ccc(Cl)cc2)c1	10	0.98	16	0	-1	-3	1.2	-16	2
CCOc1cc(OCC)cc(C(=O)NC(=S)Nc2cccc(C(F)(F)F)c2)c1	2	1.1	20	6	-27	-3	0.84	16	-14
c1cc2c(cc1Oc1nc(N3CCOCC3)nc(N3CCOCC3)n1)OCO2	17	0.71	-4	-5	-2	-3	0.95	5	29
COc1ccccc1C(=O)Nc1ccc2c(c1)CN(C(=O)CSC)CC2	7	1.2	2	6	-1	-1	0.92	8	-16
Cc1c(NS(=O)(=O)c2ccc([N+](=O)[O-])cc2)c(=O)n(-c2ccccc2)n1C	-17	0.96	17	-8	-2	6	0.97	3	4
O=C(Nc1ccc(S(=O)(=O)N2CCOCC2)cc1)c1ccc(Cl)cc1Cl	27	1	7	4	23	-1	0.98	2	-3
CCSC1=NCCN1S(=O)(=O)c1ccc(F)cc1	16	1.2	34	5	15	-14	1.1	-6	-21
O=C(OCC#CCSc1nnc(-c2cccc3ccccc23)o1)c1ccc(F)cc1	9	0.85	16	13	5	-2	0.83	17	15
CCOc1ccc(C2/C(=C(/O)c3ccc(F)cc3)C(=O)C(=O)N2CCCN(C)C)cc1 (centres undefined)	-21	1.1	-13	-3	-17	-5	1.1	-6	-7
Cc1ccc(C23CC4CC(CC(NC(=O)N5CCN(C)CC5)(C4)C2)C3)cc1	24	1.3	10	19	12	-10	1.2	-16	-26
Cc1ccc(OCCN2CCN(c3ncnc4sc(C)c(C)c34)CC2)cc1	47*	0.81	13	29	33	0	1.1	-6	19
Cc1cccc(C(=O)NCC(=O)N2CCN(c3ccc(Cl)cc3)CC2)c1	5	1	4	3	10	-1	0.99	1	-1
CC(=O)N(CCC(Cc1ccccc1)c1ccc2c(c1)OCO2)Cc1ccc(Cl)cc1 (centres undefined)	18	0.86	-23	33	34	2	0.97	3	14
Cc1n[nH]c(C)c1S(=O)(=O)N1CCCC(C(=O)NCc2ccccc2Cl)C1 (centres undefined)	4	1.1	3	-9	-8	-4	1.1	-5	-6
COc1cccc(C(=O)Nc2cc3c4c(c2)CC(=O)N4CCC3)c1	2	0.87	15	3	5	4	1.1	-7	13
CC(=O)Oc1ccc2c(=O)c(/C=N/c3cc(=O)[nH]c(=S)[nH]3)coc2c1	-15	1	16	6	3	-4	1	-4	-1
O=C(NCC(=O)N1CCN(c2ccccn2)CC1)c1ccc(Br)o1	1	0.95	13	6	2	-4	1	-3	5
COc1cccc(NC(=O)CNCc2ccccc2)c1	11	0.93	19	-9	5	2	0.97	3	7
O=C(Nc1cccc(C(F)(F)F)c1)c1cccc(NS(=O)(=O)c2ccc(Br)c(C(=O)O)c2)c1	15	1	-8	19	-30	-5	1.1	-6	-2
COCCn1c(SCc2csc(-c3ccccc3)n2)nc2ccccc21	35	0.88	22	20	-10	7	0.99	1	12
Cc1cccc(N(Cc2cc3ccc(C)cc3[nH]c2=O)C(=O)c2ccco2)c1	9	0.96	-2	4	17	2	1.1	-5	4
CCOc1ccc(CNC(=O)CCc2cn(C)c3ccccc23)cc1OC	15	1.1	-1	8	-30	-4	1.1	-14	-7

Structures above that bear a hit mark in NALP3 yeast inh:
canonical_smiles	hIAP activ	NALP3 yeast inh	ATG4B inh	mIAP activ	mIAP inh	hIAP inh
COc1ccc(-n2c(-c3ccc(Cl)cc3)c[nH]c2=S)cc1	1.5	57*	0	1	-4	-49

Remaining list, next part.
SMILES	tim10-1 inh	hIAP activ	NALP3 yeast inh	Apaf1 inhib	TIM10 inh	ATG4B inh	mIAP activ	mIAP inh	hIAP inh
CCN(CC)C(=O)COc1ccc(-c2ccccc2)cc1	6	1.1	27	7	-5	-1	1.1	-13	-8
CCOc1ccc2c(c1)nc(SCC(=O)c1cccs1)n2C	38	1	9	-1	8	-2	0.97	2	-4
O=C(CSc1nc2c(c(=O)[nH]1)CCC2)Nc1cccc(Cl)c1	5	0.91	5	-5	6	-6	0.96	4	9
O=C(NCCC1CCCCN1S(=O)(=O)c1ccc(F)cc1)C(=O)NC1CC1 (centres undefined)	11	0.86	15	-2	19	-3	0.94	6	14
COc1ccc(C(=O)NC2(C(F)(F)F)C(=O)Nc3c2c(=O)[nH]c(=O)n3CCc2ccc(OC)c(OC)c2)cc1 (centres undefined)	8	0.78	7	-5	-5	0	1	-2	22
CCOc1ccc(-c2ccc(/C=C3/C(=N)N4C(C)=CSC4=NC3=O)o2)c([N+](=O)[O-])c1	1	0.88	11	6	10	19	0.81	19	12
O=C(O)c1cc(NCc2c(F)cccc2Cl)ccc1N1CCOCC1	12	0.89	3	-23	0	-11	0.99	0	12
CCOC(=O)c1cc(NC(=O)N(CC)C2CCCCC2)c(C)nc1C	4	0.84	1	-17	9	-8	0.91	9	16
COc1ccc(S(=O)(=O)N(C)C[C@H]2Oc3ccc(NC(=O)C4CC4)cc3C(=O)N([C@H](C)CO)C[C@@H]2C)cc1	12	0.9	19	4	1	0	0.88	12	10
O=C(CNC(=O)C12CC3CC(CC(C3)C1)C2)OCc1cc(=O)n2cc(Br)ccc2n1	23	1	8	-13	4	-7	0.95	5	0
Cc1ccnc(NS(=O)(=O)c2ccc(NC(=O)Cc3cccs3)cc2)n1	11	0.94	0	3	-3	11	0.88	12	6
COCCCn1c(SCC(=O)N2CCCC(C)C2)nnc1-c1ccco1 (centres undefined)	8	1.1	-3	-7	2	-6	1	-4	-5
Cc1cccc2c1cnn2C(=O)CCC(=O)N1CC(C)CC(C)C1 (centres undefined)	21	1.1	11	19	13	9	1.2	-16	-6
